# Mtb UGM inh: Mtb UDP-galactopyranose mutase inhibition | P9WIQ1 | purified UGM, fluorescence polarization probe displacement | inhibition, % at 10 µM | 320,000 tested, 0.06% active; in the data active means inhibition above about 10%, passing the limit was not always enough; inconclusive means no clear call, values can overlap the other calls
# Target sequence (P9WIQ1 whole entry, looked up): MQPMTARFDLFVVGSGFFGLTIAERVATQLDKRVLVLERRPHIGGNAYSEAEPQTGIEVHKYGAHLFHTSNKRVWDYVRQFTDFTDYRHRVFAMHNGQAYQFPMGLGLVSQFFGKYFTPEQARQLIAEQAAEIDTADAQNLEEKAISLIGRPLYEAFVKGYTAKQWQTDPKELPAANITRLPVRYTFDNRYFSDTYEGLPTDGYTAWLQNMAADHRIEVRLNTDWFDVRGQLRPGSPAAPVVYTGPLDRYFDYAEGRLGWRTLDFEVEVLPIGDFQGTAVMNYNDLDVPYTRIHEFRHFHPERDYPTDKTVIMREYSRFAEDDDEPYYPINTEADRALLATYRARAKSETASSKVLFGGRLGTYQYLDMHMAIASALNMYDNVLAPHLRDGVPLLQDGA
# PfHsp40 yeast: compounds rescuing yeast from Plasmodium falciparum HSP40 toxicity | S. cerevisiae expressing PfHsp40, growth rescue, ATP luminescence | growth rescue, % at 12.5 µM | 340,000 tested, 0.68% active | AID 504582; in the data active means growth rescue above about 28%, passing the limit was not always enough; inconclusive means no clear call, values can overlap the other calls;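 further: yeast W303a lacking pdr1 and pdr3 grown in galactose medium; growth measured after three days at 30 °C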
# FBA Mtb inh: inhibitors of M. tuberculosis fructose-bisphosphate aldolase; purified M. tuberculosis FBA, fluorescence read-out; inhibition, % at 1 µM; P9WQA3; 360,000 tested, 2.3% active; AID 588726; in the data active means inhibition above about 27%;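 further: 0% = vehicle and 100% = reference inhibitor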
# Target sequence (P9WQA3 whole entry, looked up): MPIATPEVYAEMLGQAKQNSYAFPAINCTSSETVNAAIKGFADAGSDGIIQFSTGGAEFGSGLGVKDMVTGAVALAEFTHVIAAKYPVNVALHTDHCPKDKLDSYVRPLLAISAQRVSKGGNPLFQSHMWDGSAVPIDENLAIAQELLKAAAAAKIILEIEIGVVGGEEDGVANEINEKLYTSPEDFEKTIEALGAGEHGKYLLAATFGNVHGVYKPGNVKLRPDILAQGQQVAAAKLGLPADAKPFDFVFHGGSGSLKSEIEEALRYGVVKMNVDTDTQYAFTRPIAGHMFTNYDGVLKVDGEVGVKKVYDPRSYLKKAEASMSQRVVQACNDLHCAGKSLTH
# BioA inh: BioA (M. tuberculosis) enzyme inhibition; purified M. tuberculosis BioA enzyme, plate reader; AID 602481; 360,000 tested, 0.096% active; inhibition, % at 9.99 µM; in the data active means inhibition above about 40%; inconclusive means no clear call, values can overlap the other calls
# FadD28 binding: inhibitors of Mycobacterium tuberculosis FadD28 bisubstrate binding | FadD28 bisubstrate probe binding, fluorescence polarization | inhibition, % at 12.5 µM | 360,000 tested, 0.22% active | AID 588549; in the data active means inhibition above about 8.5%, passing the limit was not always enough; inconclusive means no clear call, values can overlap the other calls
# BoNT A protease: inhibitors of Botulinum neurotoxin A light chain protease; AID 588499; inhibition, % at 10 µM; multiplex microsphere protease substrate cleavage, flow cytometry; 360,000 tested, 0.17% active; further: plate controls were buffer without enzyme for full effect and enzyme alone for no effect
# GDH-TPI counter: inhibits GDH-TPI coupling enzymes, artifact for Mtb FBA screen. 360,000 tested, 1.2% active. GDH-TPI coupled enzyme counterscreen, NADH absorbance. inhibition, % at 4.8 µM; in the data active means inhibition above about 30%;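 further: 0% = DMSO wells and 100% = wells lacking the enzyme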
# Anthrax LF prot: blocks Bacillus anthracis lethal factor protease; P15917; multiplex microsphere protease cleavage assay, LF; inhibition, % at 10 µM; 360,000 tested, 0.12% active; AID 588501; further: plate controls were buffer without enzyme for full effect and enzyme alone for no effect
# BoNT F protease: BoNT F light chain protease inhibition; inhibition, % at 10 µM; 360,000 tested, 0.22% active; Multiplex microsphere protease cleavage assay, flow cytometry; AID 588497; in the data active means inhibition above about 35%, passing the limit was not always enough; inconclusive means no clear call, values can overlap the other calls; further: plate controls were buffer without enzyme for full effect and enzyme alone for no effect
# An asterisk follows results filed as active; ? = inconclusive; · = no result given; + = active, no number; & = joins results of further samples. Unless noted, no stated cut-off is given here; in the data, active means inhibition above about 30%; inconclusive means no clear call, values can overlap the other calls; inactive means below that.
Structure,Mtb UGM inh,PfHsp40 yeast,FBA Mtb inh,BioA inh,FadD28 binding,BoNT A protease,GDH-TPI counter,Anthrax LF prot,BoNT F protease
CCN1C(=O)c2ccc(C(=O)Nc3ccc4c(c3)OCO4)cc2C1=O,2.4,0.3,1,-1.8,-1.8,2.7,7,-3,-2
CC1=CCCC(C)(C)C1/C=C/C(C)=N/NC(=O)c1ccncc1 (configuration not stated),0.8,-0.8,-2,·,-4.0,-0.7,4,-3,-4
CCn1c(=O)cc(OCC(=O)N2CCC3(CC2)OCCO3)c2ccccc21,-3.6,-0.2,2,·,0.6,-0.8,10,-8,2
COC(=O)C(C(=O)OC)C1C=CCN(C(C)=O)C1 (configuration not stated),·,-2.0,0,0.3,0.0,-0.4,-4,3,-2
CCn1c(O)c(/C=C2\C=NN=C2c2ccc(C)cc2)sc1=S,-2.0,1.7,-1,·,0.5,7.4,9,4,-3
O=C(NNC1=NCCC1)c1cccc(S(=O)(=O)N2CCOCC2)c1,-2.0,0.1,-3,-1.2,-4.6,0.3,-8,0,-2
COCCCNC(=O)/C(C#N)=C/c1c(N2CCN(c3ccc(OC)cc3)CC2)nc2c(C)cccn2c1=O,-0.2,0.5,9,-1.2,-1.7,1.1,9,-1,-11
COc1cc(OC)cc(C(=O)OC(C)C(=O)NC2CCCc3ccccc32)c1 (configuration not stated),·,-0.3,-1,-2.4,-3.5,-0.7,-6,-4,-4
COc1cc(/C=N/NC(=O)c2ccncc2)ccc1O,-0.8&-1.6,-0.5&-1.1,-1&-1,0.4&0.0,-3.3&-4.5,-1.2&0.0,23&17,-9&-5,-6&0
Cc1c(C)c2ccc(OCC(=O)Nc3cccnc3)c(C)c2oc1=O,0.2,0.7,60*,18,0.4,1.7,14,4,-3
Cc1ccc(OC(=O)c2ccncc2)c(C)c1,-0.9,2.1,-6,-1.1,-3.8,-0.3,-13,-13,47*
CCOP(=O)(Cc1cc(C(C)=O)c(C)o1)OCC,-0.2,-0.9,-3,·,-0.6,-3.3,6,-15,?
COc1ccc(-c2[nH]ncc2/C=N/NC(=O)c2ccc(Br)cc2)c(OC)c1,1.5,-0.9,-1,-1.0,-7.7,0.8,16,-4,-2
CCCCN(CC)S(=O)(=O)N1CCC(C(=O)NCCCN2CCOCC2)CC1,-0.7,-0.3,6,·,-1.5,-0.5,0,0,-10
CN1C(=O)C(O)(C2COC(C)(C)CC2=O)c2ccccc21 (configuration not stated),1.0,-0.3,-5,1.1,-2.5,-0.3,5,-4,-4

# Reformatted with two lines to a compound: part of the list above
# The line under a structure holds: Mtb UGM inh	PfHsp40 yeast	FBA Mtb inh	BioA inh	FadD28 binding	BoNT A protease	GDH-TPI counter	Anthrax LF prot	BoNT F protease
- COc1ccc(-c2[nH]ncc2/C=N/NC(=O)c2ccc(Br)cc2)c(OC)c1
→ 1.5	-0.9	-1	-1.0	-7.7	0.8	16	-4	-2
- CCCCN(CC)S(=O)(=O)N1CCC(C(=O)NCCCN2CCOCC2)CC1
→ -0.7	-0.3	6	·	-1.5	-0.5	0	0	-10

# The list continues:
Structure,Mtb UGM inh,PfHsp40 yeast,FBA Mtb inh,BioA inh,FadD28 binding,BoNT A protease,GDH-TPI counter,Anthrax LF prot,BoNT F protease
Cc1cc2c(C)c(C)c(=O)[nH]c2cc1N,-0.9,-0.3,+,-2.3,-0.2,1.0,35*,-7,-61
CCn1c(Cc2ccc(OC)cc2)nnc1SCC(=O)NC1CC1,-0.1,-2.2,1,-0.5,0.3,0.0,7,6,0
CCOc1ccc(N2CC(C(=O)NCCN3C(=O)S/C(=C\c4ccc(OC)c(OC)c4)C3=O)CC2=O)cc1 (configuration not stated),2.1,-0.3,-1,·,-0.7,0.1,10,2,0
O=C(COc1cccnc1[N+](=O)[O-])NC1CCS(=O)(=O)C1 (configuration not stated),-0.2,0.0,2,·,-0.6,0.5,4,0,4
N#CCCN(Cc1cccs1)C(=O)c1ccc(Cl)cc1,0.8,2.4,-2,·,-2.9,0.5,0,-5,2
Cc1cc(=O)oc2ccc(OC(=O)CN3C(=O)c4cccc([N+](=O)[O-])c4C3=O)cc12,-3.8,-0.3,5,·,-1.5,0.7,16,2,9
CCCCOc1ccc(C(=O)N/C(=C/C=C/c2ccccc2)C(=O)N2CCOCC2)cc1,2.6,2.0,3,·,-2.9,0.0,20,-2,-2
CC1(C)CC(=O)C=C(c2ccc(CO)cc2)C1=O,·,·,-4,-0.1,-2.7,0.1,11,3,-7
COc1ccc(Br)cc1CN(C)CC(=O)Nc1cc(Cl)cc(Cl)c1,·,1.5,-4,8.2,-5.9,-0.7,-4,-3,-6
COc1ccc(C2CC(c3cccc(F)c3)=NN2c2ccc(S(N)(=O)=O)cc2)cc1 (configuration not stated),·,0.4,+,0.0,-3.0,-0.1,24,-7,-2
CCOC(=O)c1c(C)[nH]c(C)c1C(=O)COC(=O)[C@@H](NC(=O)c1ccco1)C(C)C,1.1,0.5,6,0.3,-1.6,-0.3,7,-3,-2
O=C(NC(=S)N1CCCCCC1)c1ccccc1Cl,0.3,1.1,4,·,-1.5,-0.3,5,2,4
CNC(=O)CN(C)S(=O)(=O)c1ccc(OC)c(Cl)c1,-1.0,1.4,0,-0.9,-2.5,0.3,14,2,13
COc1cc2[nH]c(=O)n(CCC(=O)NCc3cccnc3)c(=O)c2cc1OC,2.9,0.0,10,-2.5,-1.6,-0.3,9,-7,-4
O=C(c1cccs1)n1nc(-c2ccc(Cl)cc2)nc1NCc1ccco1,-0.3,-1.2,-2,·,-0.3,-0.3,3,4,-10
CC(c1ccccc1)n1c(CCCO)nc2ccccc21 (configuration not stated),0.4,-0.1,-4,1.5,-5.6,0.7,-4,2,-11
COc1ccc(CNC(=O)COC(=O)c2cccs2)cc1,-1.3,-0.1,0,-0.4,-1.5,-2.2,16,0,6
CCCCCCCCCCCCCCCC(=O)OCC1OC(n2ccc(N)nc2=O)C(O)C1O (configuration not stated),·,-1.0,0,·,-3.1,-0.1,-2,-1,0
O=C(CSc1ccc(-c2ccc(F)cc2)nn1)NC1CCCCC1,0.6,-1.0,1,0.5,0.3,2.6,2,3,5
COc1ccc(S(=O)(=O)N2CCN(Cc3cccc(OC)c3OC)CC2)cc1,1.2,-1.1,1,0.2,-1.3,-6.6,4,9,?
Cc1c(C#N)c(N=CN(C)C)c(C(=O)c2ccc(Br)cc2)n1-c1ccc(Cl)cc1,-0.2,0.5,-2,-0.6,-1.1,-0.6,8,-5,-2
Cc1ccc(N2C(N)=C(C#N)C(c3cccnc3)C3=C2CC(C)(C)CC3=O)cc1 (configuration not stated),0.3,-0.2,1,2.4,-0.6,0.1,4,-12,-4
CCOC(=O)N1CCN(c2ccc(O)cc2)CC1,-0.9,1.8,-1,-0.7,-0.3,-0.3,4,-3,-17
COc1ccccc1N1CCN(CC(O)COc2ccc(C)cc2C)CC1 (configuration not stated),1.3,0.4,2,0.5,0.6,-3.5,8,-15,-24
CCCN(CCC)C(=O)CSc1nc2n[nH]c(C)c2c(=N)n1-c1ccc(OC)cc1,-1.1,1.5,-3,2.6,-5.8,0.8,-4,-2,14
Cn1cccc1C(=O)NC(=O)COC(=O)c1cc(Cl)ccc1[N+](=O)[O-],1.4,-0.1,0,-1.2,-1.4,-0.7,6,-2,0
Cc1cc2nc(CS(=O)(=O)c3ccccc3)cc(=O)n2[nH]1,0.2,-0.9,-5,·,-4.2,-0.6,-6,0,-2
CC(C)n1c(O)c(N=NC(=O)CNC(=O)CCc2ccccc2)c2ccccc21,-1.9,2.1,-2,·,-3.9,-0.2,31*,-3,3
Cc1cc(C)cc(-n2c3ccc(NC(=O)Cc4cccc5ccccc45)cc3c(=O)n2C)c1,·,·,12,-2.1,-1.0,0.5,10,0,-2
C#CCN[C@H](C)Cc1ccccc1,3.0,-0.9,-1,-0.6,-2.3,-1.2,-6,-7,-11
CCCCCCC(=O)Nc1nc(C)c(-c2csc(Nc3ccc(Cl)cc3)n2)s1,1.6,-0.9,0,-2.9,-5.7,-0.1,16,-8,-3
CCN(CC)C(=O)CC(c1ccc(OC)cc1)c1c(OC)cc(OC)c2ccc(=O)oc12 (configuration not stated),2.9,-1.4,4,2.1,-5.0,0.4,10,-9,-8
COC(=O)c1sc2nc(CSc3nc4ccc(C)cc4[nH]3)[nH]c(=O)c2c1C,0.1,0.0,2,8.5,-2.5,1.5,3,3,-2
CCN1CCN(CCCNC(=O)c2cc3c(s2)-c2ccccc2OC3)CC1,0.8,-0.2,·,0.5,-7.7,-2.8,30,-2,-8
O=C1/C(=C/C=C/c2ccco2)SC(=S)N1c1ccc(O)cc1,-1.1,8.0,1,·,18*,9.7,2,3,-5
OCCN(CCO)CC(O)CN1c2ccccc2Sc2ccccc21 (configuration not stated),0.4,0.0,9,0.7,-1.1,-1.4,-5,-3,15
Cc1nc(N)sc1C(=O)Nc1ccccc1,3.5,-0.7,1,1.4,1.6,-0.4,19,0,-8
COc1ccc(-n2c(C)nn(C)c2=O)cc1,1.4,0.7,-3,-1.2,-0.5,0.9,7,-1,2
COCCn1c(C)cc(C(=O)COC(=O)CCS(=O)(=O)c2ccc(C)cc2)c1C,-0.8,-0.9,-3,·,-1.7,-3.5,0,-5,-12
CCC(=O)N1CCN=C1SCc1ccccc1Cl,-1.4,0.8,3,-0.4,-1.4,-0.3,11,-4,-4
COCCC(=O)N1CCC(Oc2ccc(C(=O)N3CCC[C@H]3CO)cc2)CC1,-3.1,1.1,9,-0.9,0.8,-0.9,-6,0,-2
O=C(Cc1ccc(Cl)cc1)c1c[nH]c(C(=O)NCCCN2CCOCC2)c1,-0.6,0.2,-1,·,-3.2,-0.2,-5,-5,-2
CS(=O)(=O)N(Cc1ccccc1)c1ccccc1C(=O)O,0.1,-1.0,4,0.2,-2.8,-0.6,-3,-9,-15
CCc1ccc(-n2c(CSc3nnnn3-c3ccccc3)nc3ccccc3c2=O)cc1,2.0,0.1,-2,-2.0,-2.0,-0.2,5,0,-2
Cn1c(-c2ccc(Br)o2)nc2ccccc21,-0.3,-0.9,1,-0.7,-1.7,0.6,9,2,4
O=C(NCC1CCCCC1)c1cc2ccccc2cc1O,-2.8,0.4,5,-0.1,-2.4,·,6,·,·
O=C(NCC1(c2ccccc2)CCOCC1)c1ccc(Br)o1,0.3,0.4,3,-0.5,-3.8,0.8,1,3,?
Cc1nn(-c2ccccc2)c(Cl)c1/C=C(\CC(=O)O)c1nc2ccccc2s1,-1.0,17,-5,33,-5.3,-0.3,17,-3,-3
CCn1c(=S)[nH]c2cc(S(=O)(=O)N3CCOCC3)ccc21,1.4,1.5,-3,1.6,-4.1,-1.0,4,-3,-7
CC[C@]12C(=O)N(C)C[C@H]([C@@H]3C(=O)N(Cc4ccccc4)C(=O)[C@@H]31)N2C(=O)c1ccc(Br)cc1,·,0.1,6,-3.2,0.3,0.6,-7,0,4
CN(Cc1ccccc1NCC(=O)Nc1ccccc1C#N)C1CCCCC1,3.0,-0.2,-2,0.1,0.0,0.3,7,-4,2
COc1ccc(C(=O)/C=C/c2ccc(-c3ccccc3)cc2)cc1CSCC(=O)O,2.0,-1.6,0,8.0,-6.3,-2.0,37*,-2,-16
O=c1cc(-c2ccccc2)oc2cc(OCc3ccccc3)cc(O)c12,-2.9,0.4,0,-1.1,-0.2,-1.9,10,1,-15
CCOC(=O)Nc1ccc(S(=O)(=O)Nc2cc(C)nc(C)n2)cc1,0.6,-0.3,1,-0.9,-2.1,2.1,4,1,2
CCc1cccc(C)c1NC(=O)CN1C(=O)NC(C)(CCC(C)C)C1=O (configuration not stated),0.5,-0.8,-1,-0.3,-0.3,-0.1,5,0,8
Cn1cc(S(=O)(=O)N2CCCC2)cc1C(=O)O,3.7,-0.9,-1,-1.0,-3.9,-3.4,-3,-5,-5

# From PubChem BioAssay
